# Screening results from PubChem BioAssay.
# NOD1 inhibition: inhibition of NOD1-driven NF-kB reporter – cell-based, luminescence, uHTS, primary screen (AID 1578) | NOD1-driven NF-kB luciferase reporter cells, luminescence; higher % means a stronger effect | inhibition, % at 4 µM; hits with a dose series show EC50 in µM | 1% of 290,000 active; in the data active means inhibition mostly above about 36%, no sharp cut-off; inactive means mostly below about 34%;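 further: HEK-293T reporter cells stimulated with the NOD1 agonist gamma-tri-DAP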
# NTR1 ag: NTR1-driven beta-arrestin-GFP spot formation – imaging, U2OS cells, high content, primary screen (AID 493036). 0.17% of 330,000 active. P30989. activation, % at 20 µM. agonist mode;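 active means activation at or above 40% of the spot to cytoplasm intensity ratio, with at least 20 cells analyzed; inconclusive means wells under 20 cells, flagged as cytotoxic or low count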;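 further: 0% = DMSO without peptide and 100% = 100 nM NTR1 peptide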
# Target sequence (P30989 whole entry, looked up): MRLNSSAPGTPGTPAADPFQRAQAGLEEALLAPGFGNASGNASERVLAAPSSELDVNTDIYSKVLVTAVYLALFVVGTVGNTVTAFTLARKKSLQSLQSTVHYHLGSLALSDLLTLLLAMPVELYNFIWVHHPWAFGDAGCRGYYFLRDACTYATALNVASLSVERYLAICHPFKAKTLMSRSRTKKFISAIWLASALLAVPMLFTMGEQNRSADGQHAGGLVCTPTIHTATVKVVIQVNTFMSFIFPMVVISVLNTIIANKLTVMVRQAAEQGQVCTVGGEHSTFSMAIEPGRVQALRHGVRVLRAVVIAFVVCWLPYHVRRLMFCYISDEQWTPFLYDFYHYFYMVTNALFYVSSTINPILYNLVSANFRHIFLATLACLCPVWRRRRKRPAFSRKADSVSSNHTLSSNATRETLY
# GPR55 beta-arrestin: selective activators of receptor GPR55 – imaging, U2OS cells, beta-arrestin-GFP redistribution, primary screen (AID 1961) | U2OS GPR55 beta-arrestin-GFP redistribution imaging; higher % means a stronger effect | activation, % at 10 µM; hits with a dose series show EC50 in µM | 0.048% of 290,000 active;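 active means activation above 40% with more than 50 cells counted in the well; inconclusive means wells holding fewer than 50 cells, flagged as toxic or sparse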;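 further: U2OS osteosarcoma cells stably expressing GPR55 and beta-arrestin-GFP; plate controls were DMSO negative control for no effect and LPI positive control for full effect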
# KOR beta-arrestin-1: kappa opioid receptor activators – cell-based, luminescence, uHTS, primary screen (AID 1777). 0.02% of 280,000 active. activation, % at 10 µM; hits with a dose series show EC50 in µM. KOR beta-arrestin recruitment, luminescence; higher % means a stronger effect; in the data active means activation above about 50%, passing the limit was not always enough; further: a part of the inactive calls stands beside numbers as strong as those of hits
# Myeloid diff 2: myeloid differentiation induction; ER-HoxA9 myeloid progenitors, lysozyme-GFP differentiation, flow cytometry; calls only at 10 µM; 1% of 360,000 active; AID 624256;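 active means normalized GFP-positive differentiation at or above the plate's own cutoff, the solvent-only control mean plus 3 SD; inconclusive means no clear call, values can overlap the other calls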;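 further: cells exposed to compound for four days before flow analysis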
# GPR55 LPI antagonism: inhibition of LPI-stimulated GPR55 beta-arrestin translocation – imaging, U2OS, beta-arrestin-GFP, LPI agonist, primary screen (AID 2013) | U2OS GPR55 beta-arrestin-GFP translocation imaging, LPI antagonism; higher % means a stronger effect | inhibition, % at 10 µM; hits with a dose series show IC50 in µM | 0.13% of 290,000 active;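 active means spots per cell inhibited over 60%, with over 100 cells counted and total cytoplasm intensity under 500,000; inconclusive means wells with under 100 cells, flagged as likely toxic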;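 further: U2OS cells stably carrying GPR55 and arrestin-GFP stimulated by 5 µM LPI near EC80; imaged beta-arrestin-GFP aggregate spots per cell after agonist stimulation; plate controls were LPI-stimulated DMSO wells for no effect and DMSO wells without LPI for full effect; some results filed as inactive read as strong as hits; confirmed hits need IC50 under 10 µM and bright autofluorescent wells are also inconclusive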
# NOD2 inhibition: inhibition of NOD2-driven NF-kB reporter – cell-based, luminescence, uHTS, HEK293 (AID 1566). 0.63% of 290,000 active. HEK293 NOD2/NF-kB luciferase reporter, luminescence; higher % means a stronger effect. inhibition, % at 4 µM; hits with a dose series show EC50 in µM; further: many of its hits are not listed in these tables
# KOR beta-arrestin-2: kappa opioid receptor blockers – cell-based, luminescence, uHTS (AID 1778) | 0.091% of 290,000 active | inhibition, % at 10 µM, or IC50 in µM where a hit was titrated | KOR beta-arrestin recruitment, luminescence, antagonist mode; higher % means a stronger effect; further: strong numbers were not always called active
# T cell modulator: modulates CD8 T cell binding to vesicles; 2C CD8+ T cell-vesicle binding, flow cytometry; hits give low values; calls only at 7 µM; 0.068% of 330,000 active;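 active means response, share of CD8 T cells binding vesicles, and their 90th percentile fluorescence all below set limits, cut at about 80% in these data, passing the limit was not always enough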
#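 incubation = binding step 1.5 h, 37 °C, antibody labelling 20 min, ice | test system = 2C mouse CD8+ T cells | read-out basis = percent CD8+ FL2 mean versus row control | controls = Peptide-free naked vesicles (low) and QL9 vesicles with 0.7% DMSO vehicle (high) | detection = flow cytometry of vesicle-bound cells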
# T cell modulator vesicle-bound %: further read-out of T cell modulator, marked with its call; double positive events, %; measured here: CD8+ vesicle-bound cell fraction;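 binding gate set so that unloaded-vesicle control wells show 10% double positive cells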
# NTR1 ag cell count 20 µM: also measured in NTR1 ag; calls as there; cell count; measured here: cell count, cytotoxicity flag
# Myeloid diff 2 GFP+ MAC1+ %: further read-out of Myeloid diff 2, marked with its call; GFP+ MAC1+ double positive, %; measured here: differentiation confirmed by MAC1 staining
# * = called active by the depositor; i = inactive; ? = inconclusive; nt = no result given; [ ] = another dose, or the depositor's remark. Unless noted, no stated cut-off is given here; in the data, active means inhibition above about 50%; inactive means the rest.
# Values in the order – NOD1 inhibition	NTR1 ag	NTR1 ag cell count 20 µM	GPR55 beta-arrestin	KOR beta-arrestin-1	Myeloid diff 2	Myeloid diff 2 GFP+ MAC1+ %	GPR55 LPI antagonism	NOD2 inhibition	KOR beta-arrestin-2	T cell modulator	T cell modulator vesicle-bound %
OCCN(/C=N/c1nc(-c2ccc(Br)cc2)cs1)CCO
    -45%	-2.4	66	0.3%	1.5%	i	3.8	13%	-21%	6%	i	13
COc1ccccc1-n1c2nc3ccccc3nc2c2c(=O)n(-c3cc(C)cc(C)c3)cnc21
    37%	6.2	63	-0.3%	7.5%	i	0.2	13%	-7%	4%	i	54
O=C(Cc1nn[nH]n1)Nc1cc(Cl)cc(Cl)c1
    1%	-0.6	83	-0.1%	0.8%	i	1.3	-11%	-1%	-3%	i	16
Cc1ccc(N2CC(C(=O)OCC(=O)c3ccc([N+](=O)[O-])cc3)CC2=O)cc1 (configuration not stated)
    -10%	-0.3	56	nt	-3.5%	i	0.7	-2%	7%	-2%	i	21
Brc1c(CSc2nncn2-c2ccccc2)nc2ncccn12
    -1%	1.8	63	-0.1%	31%	i	0.5	14%	2%	46%	i	42
O=C(Cn1cc(C(F)(F)F)ccc1=O)N1CCN(S(=O)(=O)c2ccccc2)CC1
    26%	0.8	98	0.0%	0.3%	i	1.0	1%	6%	-14%	i	20
CCC(C)NC(=O)CC1Oc2ccc(Cl)cc2NC1=O (configuration not stated)
    9%	0.5	44	-0.1%	2.1%	i	3.7	5%	-11%	14%	i	48
COc1ccc(-c2ccc3c(n2)sc2c(=O)[nH]c(=O)[nH]c23)cc1OC
    8%	nt	nt	0.0%	2.6%	nt	nt	3%	24%	-15%	nt	nt
COc1ccc(C(=O)Nc2ncc3c(n2)CC(C)CC3=O)cc1 (configuration not stated)
    -32%	-2.2	84	0.2%	-4.6%	i	0.5	-5%	13%	-19%[20 µM]	i	51
O=C(COc1ccc2ccccc2c1)NNC(=O)Nc1ccc(F)cc1F
    -54%	0.2	57	-0.1%	4.2%	i	1.4	7%	11%	-12%	i	19
Nc1nc2ccccc2n1CCOc1ccc(Cl)cc1
    -30%	1.2	49	-0.2%	-3.8%	nt	nt	-16%	-1%	23%[20 µM]	i	50
Cc1ccc(S(=O)(=O)CCC(=O)OCc2ccc(S(=O)(=O)C(C)C)cc2)cc1
    -34%	-0.2	48	0.5%	-3.0%	i	0.3	-2%	19%	-2%	i	35
COc1ccc(C(=O)NN)cc1
    -9%	2.5	53	0.2%	8.5%	i	0.3	-1%	6%	-5%	i	27
COc1ccc(C(=O)N2CCOC2CNC(=O)C(=O)NCCc2ccccc2OC)cc1 (configuration not stated)
    -25%	-1.4	51	-0.2%	-3.4%	i	0.8	4%	-9%	2%	i	8
O=C(c1cc(COc2ccc(F)cc2Cl)on1)N1CC[C@@H]2CCCC[C@H]2C1
    -30%	4.1	58	0.3%	8.5%	i	0.7	7%	13%	-5%	i	50
COc1ccc(C(=O)O)cc1S(=O)(=O)Nc1cccc(C)c1
    -20%	-0.4	74	0.1%	-4.0%	i	0.6	-2%	3%	2%	i	6
COc1cccc(C(=O)NCCSc2c(C)[nH]c3ccccc23)c1OC
    1%	5.6	58	0.0%	1.2%	i	0.3	18%	38%	-6%	i	53
O=C(NCc1ccco1)C(C(=O)c1ccccc1)n1ccccc1=O (configuration not stated)
    2%	-1.2	80	0.0%	2.4%	i	1.4	4%	6%	12%	i	58
CN(C)S(=O)(=O)c1ccc(C(=O)Oc2cc(=O)[nH]c3ccccc23)cc1
    -39%	1.0	46	0.3%	-2.3%	i	1.2	-2%	-11%	-18%	i	0
CCOC(=O)Cc1csc(NC(=O)/C=C\c2ccccc2Cl)n1
    -4%	1.3	38	0.2%	nt	i	0.7	6%	-27%	-46%[20 µM]	i	62

# Values in the order – NOD1 inhibition	NTR1 ag	NTR1 ag cell count 20 µM	GPR55 beta-arrestin	KOR beta-arrestin-1	Myeloid diff 2	Myeloid diff 2 GFP+ MAC1+ %	GPR55 LPI antagonism	NOD2 inhibition	KOR beta-arrestin-2	T cell modulator	T cell modulator vesicle-bound %
Cc1csc(NC(=O)CSc2ncnc3c2cnn3-c2ccccc2Cl)n1
    -26%	0.1	50	1.5%	0.9%	i	0.8	-8%	-26%	12%	i	19
O=C(CCN1C(=O)C2C3CCC(C3)C2C1=O)OCC(=O)c1cccc([N+](=O)[O-])c1 (configuration not stated)
    -32%	0.0	79	-0.2%	-0.2%	i	1.4	6%	-4%	-28%	i	47
CCOC(=O)c1ccc(S(=O)(=O)N2CCNCC2)cc1
    7%	0.7	96	-0.1%	-1.6%	i	0.4	-22%	4%	-23%	i	28
CCO[C@H]1OC(C(=O)N2CCN(Cc3ccc4c(c3)OCO4)CC2)=C[C@@H](c2ccc3c(c2)OCO3)[C@@H]1CCCO
    -8%	-0.7	82	0.9%	nt	i	4.6	1%	-12%	16%	i	42
O=C(CCCCCNC(=O)N1CCn2c1nc1ccccc12)N[C@@H](Cc1ccccc1)C(=O)O
    -20%	1.1	94	-0.1%	nt	i	2.5	5%	3%	nt	i	59
Cc1c(C)n(Cc2ccccc2)c2ncnc(NCCO)c12
    6%	-0.7	100	0.0%	-1.4%	i	0.9	6%	12%	9%	i	54
O=C(CC(=O)Nc1cc(Cl)ccc1Cl)Nc1cc(Cl)ccc1Cl
    2%	11	94	-0.1%	-0.1%	i	1.4	3%	16%	-12%	i	49
CCN(CC)C(=O)/C(=C/c1cccc([N+](=O)[O-])c1)NC(=O)c1ccco1
    -34%	0.0	31	-0.3%	0.5%	i	0.1	6%	12%	8%	i	46
COc1ccc(N2CCN(Cc3csc(C)c3-c3ccc(C)cc3)CC2)cc1
    -8%	2.3	72	0.3%	-4.3%	i	1.1	23%	4%	14%	i	35
COc1ccc(Cn2c(CCC(=O)Nc3ccccc3OC)nc3cccnc32)cc1
    -18%	0.3	56	-0.6%	-1.8%	i	0.3	6%	22%	22%	i	26
Cc1nn(-c2ccc(F)cc2)c(C)c1CN1CCN(CCC(C)C)C(CCO)C1 (configuration not stated)
    -17%	2.4	48	0.7%	0.6%	i	0.3	-1%	19%	-34%	i	26
O=C1CSC(c2ccc([N+](=O)[O-])cc2)N1c1ccccc1 (configuration not stated)
    -6%	-0.5	90	0.4%	-0.9%	i	1.2	5%	6%	24%	i	21
C/C(=N\NC(=O)c1ccco1)c1ccc(-c2ccccc2)cc1
    -65%	-2.3	60	0.7%	-4.1%	?	nt	18%	-44%	-28%	i	12
O=C(O)CC/C(=N\Nc1ccc(S(=O)(=O)N2CCCC2)cc1[N+](=O)[O-])c1cccs1
    33%	nt	nt	0.3%	-3.9%	i	2.6	9%	14%	-26%	nt	nt
CC(C)N1C(=O)S/C(=C/c2ccccc2OCc2ccc(C(=O)O)cc2)C1=O
    -13%	-0.5	37	-0.5%	0.8%	i	0.4	3%	14%	-45%	i	52
CC(C)(C#N)Cc1cc(CC(C)(C)C#N)cc(C(C)(C)C)c1
    -15%	2.9	84	-0.1%	-0.4%	i	1.3	-4%	1%	-37%[20 µM]	i	37
CSc1ccccc1NC(=O)c1noc2c1CCC2
    -28%	1.0	67	-0.2%	-4.6%	i	8.4	10%	-16%	-6%	i	8
C=CCn1c(SCC(C)=O)nnc1-c1cc(-c2ccccc2)sc1N
    1%	0.6	78	1.8%	-2.5%	i	0.8	6%	-3%	-32%	i	46
Cc1cc(C)cc(C(=O)NC(CC(N)=O)c2ccc(NC3CCCCCCCCCCC3)c([N+](=O)[O-])c2)c1 (configuration not stated)
    -32%	-1.1	89	0.5%	-1.3%	i	2.3	7%	-12%	-4%[20 µM]	i	19
COc1ccc2c(c1)C(=O)N(Cc1ccccc1)C(=O)C2(C)C
    -4%	0.2	49	-0.2%	-1.9%	i	0.5	0%	6%	4%	i	35

# Values in the order – NOD1 inhibition	NTR1 ag	NTR1 ag cell count 20 µM	GPR55 beta-arrestin	KOR beta-arrestin-1	Myeloid diff 2	Myeloid diff 2 GFP+ MAC1+ %	GPR55 LPI antagonism	NOD2 inhibition	KOR beta-arrestin-2	T cell modulator	T cell modulator vesicle-bound %
COc1ccc(-n2nc(C(=O)NCC(=O)NCC3COc4ccccc4O3)c3ccccc3c2=O)cc1OC (configuration not stated)
    -15%	0.5	62	0.4%	2.1%	i	1.2	11%	16%	4%	i	40
Cc1ccc(NC(=O)CCCn2c(=O)[nH]c3ccsc3c2=O)cc1
    -22%	-1.6	41	-0.1%	0.3%	i	0.6	-1%	10%	-22%	i	13
O=C(O)CC1=C(Nc2ccccc2)C(=O)N(c2ccccc2)C1c1ccc(Br)cc1 (configuration not stated)
    6%	3.6	36	0.0%	-8.0%	i	0.4	11%	18%	-41%[20 µM]	i	33
COC(=O)Cc1nnc(SCC(=O)Nc2ccccc2)c2ccccc12
    -6%	-0.4	64	0.2%	-0.6%	i	1.2	12%	18%	-30%	i	48
CCCc1cc2c(cc1NC(=O)c1ccc(C(C)(C)C)cc1)OCO2
    -11%	0.8	57	-0.2%	-1.8%	i	1.0	0%	1%	-6%	i	20
NC(=O)Cn1nc([N+](=O)[O-])nc1Oc1ccccc1F
    -34%	0.6	69	-0.5%	30%	i	0.1	6%	-1%	-21%	i	36
CSc1ncc(C(=O)NCCCc2ccccc2)c(C)n1
    -5%	-0.3	89	0.0%	-1.1%	i	1.1	5%	-8%	1%	i	34
COCCNC(=O)/C(C#N)=C/c1ccc(C(=O)O)cc1
    -28%	0.8	37	0.6%	-3.1%	i	0.5	18%	10%	-7%	i	18
Cn1c(C(=O)OC(C(=O)NCc2ccco2)c2ccncc2)cc2sccc21 (configuration not stated)
    -5%	-1.2	73	-0.1%	3.7%	i	1.0	5%	-3%	-6%	i	14
Cc1ccc(CSCC(=O)N2CCOCC2)cc1
    -8%	-0.1	49	-0.1%	13%	i	0.9	-10%	12%	-22%	i	20
CCOc1ccccc1CNC(=O)C1CCN(c2nn3c(=O)cc(C)nc3s2)CC1
    -25%	-0.9	38	-0.1%	5.3%	i	8.3	-3%	0%	-33%	i	9
COc1ccc(-c2cc(C)no2)cc1S(=O)(=O)NCc1ccc(OC(C)C)cc1
    -7%	0.2	62	-0.2%	-7.5%	i	1.0	3%	12%	0%	i	52
CC(C)NC(=O)NC(=O)CSc1nnc(-c2ccccc2F)n1N
    -31%	-0.1	34	0.7%	-2.8%	i	0.1	4%	8%	-6%	i	34

# Not all compounds are listed (hit frequency here may not be typical).
